APJ ag – activates the human apelin receptor APJ | AID 2520 | CHO-K1 APJ PathHunter beta-arrestin, luminescence; 0% DMSO wells, 100% apelin | P35414 | activation, % at 20 µM | 330,000 tested, 0.11% active;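 active means activation more than six SD over the plate average, tested at 20 µM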;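 further: 0% = DMSO alone and 100% = apelin-13 at 10 nM; some results filed as inactive read as strong as hits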
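Material: CHO-K1 APJ beta-arrestin complementation cell line; Input: cell density 1000 per well; Incubation: compound stimulation 90 min at 25 °C, detection 60 min; Signal: luminescence from split beta-galactosidase complementation, Galacton Star/Emerald II substrate; Controls: DMSO-only wells as negative, 10 nM Apelin-13 as positive control.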
UPR XBP1 act – activators of adaptive arm of unfolded protein response (XBP1). CHO-XBP1 luciferase reporter, IRE1-XBP1 UPR activation, luminescence; percent of tunicamycin response, DMSO as zero. activation, % at 20 µM. 330,000 tested, 0.33% active. AID 463104;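 active means versus positive control, 20 µM dose yields 30% or more activation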;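 further: 100% = tunicamycin at 10 µg/mL and 0% = DMSO only wells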
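Assay system: CHO-XBP1 luciferase reporter cells; Schedule: 6 h treatment, 37 °C; Detection: glow luminescence from Steady-Glo reagent; Benchmarks: high control tunicamycin 10 µg/mL final, low control DMSO vehicle only.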
CHOP UPR activ – activators of apoptotic arm of unfolded protein response (CHOP); CHO-CHOP luciferase reporter, UPR activation, luminescence; percent of tunicamycin response over DMSO baseline; AID 449763; 330,000 tested, 0.34% active; activation, % at 10 µM;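 active means at 10 µM dose, activation of 40% or more, normalized to positive control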;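 further: 100% = tunicamycin at 10 µg/mL and 0% = DMSO alone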
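Test system: CHO CHOP reporter cells. Input: 500 CHO-CHOP cells per well. Medium: F12 with 10% FBS. Technique: luciferase luminescence. Measure: percent activation relative to tunicamycin control. Dosing: 10 µM compound, 0.5% DMSO. Timing: 16-18 h cell attachment, then 6 h compound exposure, 37 °C.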
tim23-1 inh – tim23-1 yeast growth inhibition; 330,000 tested, 1.3% active; AID 463212; S. cerevisiae tim23-1 growth, BacTiter-Glo luminescence, 24 h; inhibition, % at 20 µM;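 active means growth inhibition of the mutant yeast at or above 50%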;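 further: temperature-sensitive mutant grown at 25 °C; plate controls were DMSO-treated mutant yeast for no effect and medium wells lacking yeast for full effect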
tim10-1 inh – tim10-1 yeast growth inhibition; S. cerevisiae tim10-1 ts strain growth, BacTiter-Glo, 24 h; inhibition, % at 20 µM; 330,000 tested, 2.2% active;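 active means inhibition of at least 40%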;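 further: mutant grown at 25 °C; 0% = DMSO wells with yeast and 100% = wells holding no yeast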
TIM10 inh – inhibits growth of TIM10 yeast strain. S. cerevisiae TIM10 strain growth, BacTiter-Glo luminescence, 24 h. inhibition, % at 10 µM. 330,000 tested, 1.4% active;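 active means inhibition of 40% or more at the single tested concentration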;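 further: wild-type TIM10 isogenic control strain grown at permissive 25 °C; 0% = DMSO yeast wells and 100% = minimal medium wells without yeast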
Mdm2 MdmX PPI – disrupts the human Mdm2-MdmX interaction | SaOS-2 split-luciferase Mdm2/MdmX complementation, luminescence | inhibition, % at 8 µM | 330,000 tested, 3% active | AID 485346;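 active means inhibition of at least 50% at 8 µM in the primary screen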
Target sequence (O15151 whole entry, looked up): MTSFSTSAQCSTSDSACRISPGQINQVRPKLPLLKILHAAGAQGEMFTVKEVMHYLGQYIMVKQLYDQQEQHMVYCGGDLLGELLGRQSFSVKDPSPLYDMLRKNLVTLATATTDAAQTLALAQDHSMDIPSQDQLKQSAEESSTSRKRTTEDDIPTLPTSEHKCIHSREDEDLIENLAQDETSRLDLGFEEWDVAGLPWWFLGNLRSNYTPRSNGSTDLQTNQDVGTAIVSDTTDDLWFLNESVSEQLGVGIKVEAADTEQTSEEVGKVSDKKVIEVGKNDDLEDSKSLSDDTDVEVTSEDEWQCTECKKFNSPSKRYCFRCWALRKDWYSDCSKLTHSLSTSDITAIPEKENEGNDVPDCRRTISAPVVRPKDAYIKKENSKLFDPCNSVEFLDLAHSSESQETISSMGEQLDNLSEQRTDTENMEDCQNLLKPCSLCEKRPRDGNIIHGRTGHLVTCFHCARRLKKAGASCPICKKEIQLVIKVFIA
Target sequence (Q00987 whole entry, looked up): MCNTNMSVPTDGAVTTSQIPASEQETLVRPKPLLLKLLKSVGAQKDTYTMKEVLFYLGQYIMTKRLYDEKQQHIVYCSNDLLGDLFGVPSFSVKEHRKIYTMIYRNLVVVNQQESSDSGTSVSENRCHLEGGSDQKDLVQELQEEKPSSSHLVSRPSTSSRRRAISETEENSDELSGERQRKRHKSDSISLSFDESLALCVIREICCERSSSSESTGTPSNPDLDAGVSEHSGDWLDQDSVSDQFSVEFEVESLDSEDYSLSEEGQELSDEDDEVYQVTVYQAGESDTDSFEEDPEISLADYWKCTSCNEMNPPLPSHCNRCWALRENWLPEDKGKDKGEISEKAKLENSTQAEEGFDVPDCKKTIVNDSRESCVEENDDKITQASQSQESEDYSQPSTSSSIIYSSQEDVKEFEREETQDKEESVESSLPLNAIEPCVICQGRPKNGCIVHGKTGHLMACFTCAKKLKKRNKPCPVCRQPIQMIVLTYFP
NR3A LBD binder – modulates the human NR3A ligand-binding domain | NR3A LBD differential scanning fluorimetry, Tm shift; 0% = protein alone, 100% = glycine-bound protein | Tm shift relative to glycine control, % at 25 µM | 340,000 tested, 2.5% active;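 active means melting temperature shift of at least 10% of the positive control shift, at one fixed dose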
NLRP3 yeast inh – inhibitors of NALP3 inflammasome in yeast | Yeast reconstituted NLRP3/ASC/caspase-1, beta-gal luminescence, 24 h | inhibition, % at 10 µM | 330,000 tested, 0.39% active | AID 2825;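 active means inhibition of 50% or more; inactive means inhibition below 50%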;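 further: plate controls were induced DMSO wells for no effect and uninduced yeast grown without galactose for full effect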
Starred values were filed as active, the others as inactive; x = no result given.

Start of the data: the first 8 records, ahead of the listing:
1	CCOC(=O)N1CCN(CC(O)COc2ccc(CC)cc2)CC1 (stereo not given)
2	COc1ccc(-n2nc(C(=O)NCC(=O)NCCN(C)C)c3ccccc3c2=O)cc1
3	O=C(/C=C/c1c(Cl)cccc1Cl)NCCCn1ccnc1
4	CC(=O)c1cccc(N(C(=O)CNC(=O)c2ccco2)C(C(=O)NCC2CCCO2)c2ccccc2)c1 (stereo not given)
5	OCC[C@H]1C[C@H](O)[C@@H](O)[C@]2(CCCCO2)O1
6	O=C(N/N=C/c1ccncc1)c1nc2ccccc2c(=O)[nH]1
7	COc1ccc(C(=O)CSc2nnc(CNc3nc(-c4ccccc4)cs3)n2C)cc1
8	COc1ccc2nc(N/C(N)=N/S(C)(=O)=O)nc(C)c2c1

entry no.,1,2,3,4,5,6,7,8
Mdm2 MdmX PPI,-23,-11,4,13,-1,1,26,14
NR3A LBD binder,-1,0,0,-1,3,0,-2,-1
tim23-1 inh,16,13,14,2,6,-20,12,-9
tim10-1 inh,-6,-5,-1,-21,1,-5,6,-12
CHOP UPR activ,-1.0,2.5,-0.8,1.7,0.2,-0.6,0.8,2.8
TIM10 inh,16,4,-13,8,-17,9,-7,-7
APJ ag,-5,-3,-2,-2,-2,-4,-5,-3
NLRP3 yeast inh,6,14,13,17,11,9,14,-2
UPR XBP1 act,-3,-4,2,-3,-2,0,-3,-1

All compounds of this part, repeating the preview:
1	CCOC(=O)N1CCN(CC(O)COc2ccc(CC)cc2)CC1 (stereo not given)
2	COc1ccc(-n2nc(C(=O)NCC(=O)NCCN(C)C)c3ccccc3c2=O)cc1
3	O=C(/C=C/c1c(Cl)cccc1Cl)NCCCn1ccnc1
4	CC(=O)c1cccc(N(C(=O)CNC(=O)c2ccco2)C(C(=O)NCC2CCCO2)c2ccccc2)c1 (stereo not given)
5	OCC[C@H]1C[C@H](O)[C@@H](O)[C@]2(CCCCO2)O1
6	O=C(N/N=C/c1ccncc1)c1nc2ccccc2c(=O)[nH]1
7	COc1ccc(C(=O)CSc2nnc(CNc3nc(-c4ccccc4)cs3)n2C)cc1
8	COc1ccc2nc(N/C(N)=N/S(C)(=O)=O)nc(C)c2c1

entry no.,1,2,3,4,5,6,7,8
Mdm2 MdmX PPI,-23,-11,4,13,-1,1,26,14
NR3A LBD binder,-1,0,0,-1,3,0,-2,-1
tim23-1 inh,16,13,14,2,6,-20,12,-9
tim10-1 inh,-6,-5,-1,-21,1,-5,6,-12
CHOP UPR activ,-1.0,2.5,-0.8,1.7,0.2,-0.6,0.8,2.8
TIM10 inh,16,4,-13,8,-17,9,-7,-7
APJ ag,-5,-3,-2,-2,-2,-4,-5,-3
NLRP3 yeast inh,6,14,13,17,11,9,14,-2
UPR XBP1 act,-3,-4,2,-3,-2,0,-3,-1

9	O=C(Cc1cccc(NC(=O)C2CCN(C(=O)C3CCC3)CC2)c1)Nc1cccc(C(=O)N2CCCC2)c1
10	CC(C)(C)c1ccc(C(=O)NNC(=O)Cc2ccccc2)cc1
11	O=C(COc1ccccc1Cl)NC(=S)Nc1ccc(CN2CCOCC2)cc1
12	Cc1cc(C)c(C#N)c(SCC(O)COc2ccc(Br)cc2)n1 (stereo not given)
13	C[C@@H]1NC(=O)OC1c1ccco1 (stereo not given in full)
14	Cc1ccc(OCc2nc3ccccc3n2C)cc1
15	COc1cc(/C=N/NC(=O)Cn2nc([N+](=O)[O-])cc2C)cc(Br)c1OCc1ccccc1
16	COc1ccc(OC)c(C(=O)N2CCC(n3nccc3NC(=O)CC(C)C)CC2)c1

entry no.,9,10,11,12,13,14,15,16
Mdm2 MdmX PPI,3,-14,-15,-2,-3,-148,17,-6
NR3A LBD binder,1,0,-1,-7,2,-2,9,0
tim23-1 inh,2,9,16,23,-2,32,-4,-18
tim10-1 inh,-3,-12,-11,3,-9,4,15,-3
CHOP UPR activ,0.4,3.4,2.6,3.6,1.8,5.9,0.4,1.2
TIM10 inh,6,-14,-5,-6,-4,9,5,6
APJ ag,-2,3,0,1,-3,-3,-1,-1
NLRP3 yeast inh,-4,21,3,27,-2,62*,12,-1
UPR XBP1 act,-2,0,-2,4,2,-5,14,2

17	COc1ccc(NC(=O)c2ccc(C)cc2)cc1
18	CCC12CN3CCN(CC(C3)/C1=N\NC(=O)Nc1ccccc1)C2
19	O=C1CC(c2c[nH]c3ccccc23)C(=O)N1c1ccccc1 (stereo not given)
20	CCCN1C(=O)c2cc(C(=O)Nc3ccc(OC)cc3OC)ccc2C1Nc1ccc(OC)cc1OC (stereo not given)
21	CCCCn1ccnc1C(=O)c1cc(S(=O)(=O)N2CCOCC2)ccc1C
22	Cc1ccn2cc(CCNC(=O)C3CCCCC3)nc2c1
23	CCN(CC)C(=O)C(=O)c1cccn1-c1cccc(Cl)c1C#N
24	CCOC(=O)C1C(C(C)=O)=C(c2ccccc2)c2ccccc2N1S(=O)(=O)C(F)(F)F (stereo not given)

entry no.,17,18,19,20,21,22,23,24
Mdm2 MdmX PPI,-62,12,0,22,14,4,-4,47
NR3A LBD binder,42*,1,-1,4,0,0,4,11*
tim23-1 inh,8,10,20,3,23,-4,23,48
tim10-1 inh,6,1,21,16,33,-7,14,18
CHOP UPR activ,1.5,-0.6,0.0,3.0,-2.9,0.8,-1.6,2.2
TIM10 inh,2,-3,4,16,27,-3,4,5
APJ ag,-2,1,-1,0,1,3,0,x
NLRP3 yeast inh,20,16,7,4,3,25,15,x
UPR XBP1 act,-8,-5,-1,-1,-3,-1,-2,-2

25	Cc1cnc(NC(=O)c2ccc(F)c(S(=O)(=O)N3CCOCC3)c2)s1
26	CC(=O)c1cccc(CN2CCN(Cc3ccc(C)cc3)C(CCO)C2)c1 (stereo not given)
27	CC1CCc2c(sc3ncn(CC(=O)N=Nc4c(O)[nH]c5ccccc45)c(=O)c23)C1 (stereo not given)
28	CCN(CC)CCNC(=O)Cn1c(=O)c2cccn2c2ccc(F)cc21
29	Cc1ccc(S(=O)(=O)N2CCN(C(=O)C3CC(=O)N(c4ccc5c(c4)OCCO5)C3)CC2)cc1 (stereo not given)
30	C[C@@H]1COC(=O)[C@@H](CC(=O)OC(C)(C)C)C/C=C\C[C@H](CC(=O)N(CCO)Cc2ccccc2)C(=O)N1
31	CC1(C)OC(=O)N2CCc3ccccc3C21C (stereo not given)
32	O=C(CNC1CCCCCC1)Nc1ccc(S(=O)(=O)NC2CC2)cc1

entry no.,25,26,27,28,29,30,31,32
Mdm2 MdmX PPI,15,-6,53*,4,12,-2,1,5
NR3A LBD binder,1,-1,2,-3,3,-3,-1,-1
tim23-1 inh,21,7,-9,6,16,13,9,4
tim10-1 inh,15,0,-9,-12,-4,8,9,0
CHOP UPR activ,-1.9,-0.7,0.5,-0.5,0.4,1.0,-1.0,-1.5
TIM10 inh,16,-5,10,5,10,1,0,-9
APJ ag,-5,-3,-4,-2,-4,1,-1,-1
NLRP3 yeast inh,4,4,8,9,12,17,8,20
UPR XBP1 act,-1,0,0,-4,0,-1,-3,-5

33	Cc1ccc(-c2nc(CN3CCCC(C(=O)N4CCOCC4)C3)c(C)o2)cc1 (stereo not given)
34	CC1(C)CC(=O)C/C(=N/Nc2nc3ccccc3s2)C1
35	Cc1cccc(Nc2nnc(SCC(=O)NCc3cccs3)s2)c1
36	Cc1cc(C)cc(NC(=O)Oc2ccccc2N2CCCCC2)c1
37	N#CCCN(C(=O)COC(=O)c1ccc2c(c1)NC(=O)CS2)c1ccc2c(c1)OCCO2
38	CC(C)C(NC(=O)c1c(F)cccc1F)C(=O)N1CCN(c2ncccn2)CC1 (stereo not given)
39	Cc1ccc(NC(=O)CN(C)C(=O)c2cc(-c3ccccc3)nn2-c2ccccc2)cc1
40	COc1ccc(NC(=O)N2CCCC(C(=O)Nc3cccc(C)c3C)C2)cc1 (stereo not given)

entry no.,33,34,35,36,37,38,39,40
Mdm2 MdmX PPI,9,25,-3,29,-1,10,10,29
NR3A LBD binder,-2,-18,-3,1,1,3,-1,10
tim23-1 inh,11,16,1,11,6,12,24,7
tim10-1 inh,7,25,21,4,12,10,9,-7
CHOP UPR activ,2.3,0.2,0.6,-0.7,-2.2,1.5,0.4,2.2
TIM10 inh,-2,16,11,4,16,-1,1,-18
APJ ag,-3,-1,-4,-1,0,-1,3,-1
NLRP3 yeast inh,29,13,-22,3,-2,7,17,20
UPR XBP1 act,1,-6,-1,-3,-3,-3,0,0

41	COC(=O)c1ccc(C23CC4(C2)[C@H](CN(C)[C@@H]4c2ccccc2)C3c2ccc(Cl)nc2)cc1 (stereo not given in full)
42	Cc1ccc(-c2ccnc3cc(C)nn23)cc1
43	Cc1oc(-c2ccc(Cl)cc2)nc1CS(=O)CC(=O)NC1CC1 (stereo not given)
44	Cc1nc(NC(=O)c2ccccc2)sc1-c1csc(Nc2ccc(Cl)cc2Cl)n1
45	CC(=O)COc1cc(C)cc2oc(=O)c(C)c(C)c12
46	CC(=O)c1cccc(NC(=O)CSCc2ccc(Br)cc2)c1
47	O=C(CNC(=O)c1ccco1)NCC(=O)OCc1cccc(Cl)c1
48	CCN1CCC(NC(=O)Nc2cc(Cl)ccc2OC)CC1

entry no.,41,42,43,44,45,46,47,48
Mdm2 MdmX PPI,19,-13,11,-20,39,2,-1,21
NR3A LBD binder,2,0,2,x,-1,23*,0,-1
tim23-1 inh,27,24,12,23,5,24,22,8
tim10-1 inh,22,19,17,15,3,28,-3,4
CHOP UPR activ,0.6,1.6,1.0,0.2,-1.2,0.3,-1.3,-0.8
TIM10 inh,9,19,0,-2,-7,22,1,8
APJ ag,-5,-3,2,-1,-2,-1,-4,-3
NLRP3 yeast inh,29,10,5,6,29,13,-2,9
UPR XBP1 act,-1,0,-1,0,-5,0,-2,-1

49	Cc1nc(Nc2ccc3c(c2)OCCO3)c2nnn(Cc3ccccc3Cl)c2n1
50	CCN(C(=O)COc1nc(C)cc(C)c1C#N)c1ccccc1
51	O=C(NCCN1CCOCC1)c1cc2cc([N+](=O)[O-])ccc2s1
52	Cc1cc(C)cc(OCCNC(=O)CCc2ccccc2)c1
53	O=C(COc1cc2oc(=O)c3c(c2cc1Cl)CCC3)NCc1ccccn1
54	Cc1ccc(C(=O)COC(=O)C(C)N2C(=O)C3C4C=CC(C4)C3C2=O)cc1 (stereo not given)
55	CCOC(=O)c1cc(-c2ccccc2)sc1NC(=O)CC
56	Cc1cccc(C(=O)CC(=O)c2cc(Cl)ccc2O)c1

entry no.,49,50,51,52,53,54,55,56
Mdm2 MdmX PPI,32,3,21,9,10,-15,12,62*
NR3A LBD binder,-2,-1,-1,2,-2,3,2,-4
tim23-1 inh,41,28,5,13,20,3,16,41
tim10-1 inh,30,9,11,-5,19,-9,-3,47*
CHOP UPR activ,-4.5,2.2,-2.6,0.8,1.8,3.0,-0.3,13
TIM10 inh,26,-3,1,-11,13,-6,-18,29
APJ ag,5,-1,-4,0,4,1,-1,-1
NLRP3 yeast inh,14,26,-9,38,-14,9,5,-1
UPR XBP1 act,-3,-1,0,0,1,-2,0,5

Bioassay records: PubChem, Sanford-Burnham Center for Chemical Genomics
